GAA850 FXN act = increases GAA850 frataxin promoter reporter activity | HEK293 lucGAA850 FXN promoter luciferase reporter, 24 h; percent of 10 µM SAHA response | activation, % at 6 µM | 0.56% of 360,000 active;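 active = activation above the average of all compounds screened plus 3 SD, cutoff fixed separately per campaign, cut at about 7.5% in these data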;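 note: 0% = DMSO wells and 100% = 10 µM SAHA wells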
SMARCA2 activ = SMARCA2 function activation, primary screen; MG213 cells, MMTV-luciferase reporter, dexamethasone, overnight; activation, % at 9.1 µM; 1% of 370,000 active; in the data active = activation above about 7.8%;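 note: 0% = vehicle wells and 100% = reference activator wells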
ssDAF-12 act = S. stercoralis DAF-12 activation, primary screen; activation, % at 6.8 µM; HEK293 ssDAF-12/GRIP1 lit1-tk-luc reporter, luminescence; % of 3 µM dafachronic acid response; 1% of 370,000 active;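 active = activation above the mean over all tested compounds plus 3 SD, cut at about 0.9% in these data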;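 note: 0% = DMSO-only wells and 100% = 3 µM delta7-dafachronic acid wells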
PG9 Ab binder = small molecules binding HIV-1 gp120 antibody PG9 | TR-FRET gp120-PG9 antibody binding | inhibition, % at 6.7 µM | 0.43% of 360,000 active | AID 624416; in the data active = inhibition above about 8.5%
DAX1 inh-1 = blocks DAX1 repression of SF-1 activated StAR promoter; 1.1% of 370,000 active; AID 652010; HEK293T StAR-luciferase reporter, SF-1/DAX-1 repression relief; inhibition, % at 6.8 µM;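 active = inhibition above the mean over all tested compounds plus 3 SD, cut at about 3.6% in these data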;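 note: 0% = DAX-1 cells with DMSO and 100% = cells lacking DAX-1 with DMSO; higher inhibition means more luminescence from relief of DAX-1 repression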
ADAM17 inh = inhibitors of human ADAM17. 0.83% of 370,000 active. P78536. inhibition, % at 6.95 µM. recombinant ADAM17, EDANS/DABCYL FRET peptide cleavage. AID 720648;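 active = inhibition above the mean of compounds lying between control limits plus 3 SD, set per campaign, cut at about 8.5% in these data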;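 note: 0% = DMSO-only wells as the low control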
GC-A act = GC-A (human) enzyme activation; HEK293 GC-A cells, cGMP TR-FRET, EC30 ANP; 0% at EC30 ANP, 100% saturating ANP; activation, % at 10 µM; 0.14% of 370,000 active; AID 1671463; in the data active = activation above about 40%
Target sequence (P16066 whole entry, looked up): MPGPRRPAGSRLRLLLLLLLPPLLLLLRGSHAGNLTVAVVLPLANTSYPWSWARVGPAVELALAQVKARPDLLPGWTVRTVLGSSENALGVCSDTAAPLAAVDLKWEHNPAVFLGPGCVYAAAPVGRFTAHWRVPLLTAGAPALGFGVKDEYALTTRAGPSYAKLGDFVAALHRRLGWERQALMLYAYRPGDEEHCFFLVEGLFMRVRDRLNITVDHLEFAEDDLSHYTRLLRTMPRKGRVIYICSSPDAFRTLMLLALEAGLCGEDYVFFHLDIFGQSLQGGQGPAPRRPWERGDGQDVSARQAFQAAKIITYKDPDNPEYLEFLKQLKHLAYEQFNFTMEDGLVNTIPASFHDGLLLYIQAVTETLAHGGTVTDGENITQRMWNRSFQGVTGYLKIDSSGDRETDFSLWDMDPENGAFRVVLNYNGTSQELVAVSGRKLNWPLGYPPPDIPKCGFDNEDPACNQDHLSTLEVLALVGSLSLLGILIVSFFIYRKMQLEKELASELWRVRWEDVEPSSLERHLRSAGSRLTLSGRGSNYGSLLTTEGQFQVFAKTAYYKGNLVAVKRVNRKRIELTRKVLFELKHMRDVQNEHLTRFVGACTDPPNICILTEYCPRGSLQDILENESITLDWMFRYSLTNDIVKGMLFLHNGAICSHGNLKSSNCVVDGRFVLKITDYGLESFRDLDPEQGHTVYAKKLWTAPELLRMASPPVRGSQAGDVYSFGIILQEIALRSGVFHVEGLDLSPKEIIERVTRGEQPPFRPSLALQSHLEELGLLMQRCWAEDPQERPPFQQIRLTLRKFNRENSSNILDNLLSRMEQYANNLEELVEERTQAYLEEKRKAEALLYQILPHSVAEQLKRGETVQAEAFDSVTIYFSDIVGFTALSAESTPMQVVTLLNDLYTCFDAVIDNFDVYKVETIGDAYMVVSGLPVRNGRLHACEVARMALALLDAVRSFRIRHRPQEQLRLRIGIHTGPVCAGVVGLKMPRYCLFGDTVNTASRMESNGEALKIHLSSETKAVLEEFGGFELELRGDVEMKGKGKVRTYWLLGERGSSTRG
ADAM10 inh = inhibits human ADAM10; O14672; recombinant ADAM10, EDANS/DABCYL FRET peptide cleavage, 3 h; inhibition, % at 7 µM; 0.62% of 370,000 active;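 active = inhibition above a per-campaign cutoff equal to the mean of compounds falling between control-based bounds plus 3 SD, cut at about 20% in these data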;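 note: 0% = DMSO wells while the 100% control is not disclosed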
DAX1 inh-2 = NR0B1 (DAX1) inhibition. P51843. HEK293 Gal4-DAX1 luciferase reporter, luminescence. inhibition, % at 6.75 µM. 0.99% of 340,000 active. AID 504766;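 active = inhibition above the mean over all tested compounds plus 3 SD, cut at about 4.2% in these data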;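 note: 0% = DAX1-transfected cells with DMSO and 100% = empty-vector control cells with DMSO; inhibition shows as a rise in luminescence from relieved DAX1 repression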
hcDAF12 agonist = H. contortus DAF-12 activation, primary screen | HEK293 hcDAF-12 lit1-tk-luc reporter, luminescence; 0% DMSO, 100% Δ7-dafachronic acid | activation, % at 6.8 µM | 1.4% of 370,000 active | AID 652067;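 active = activation above the mean of all tested compounds plus 3 SD, cut at about 5.5% in these data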;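 note: 100% = response to 3 µM Δ7-dafachronic acid high control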
hgDAF-12 ag = activates the H. glycines DAF-12 receptor ligand-binding domain; HEK293 GAL4-hgDAF12 UAS-luciferase reporter, agonist luminescence; normalized to butyrate control; activation, % at 6.8 µM; 1.8% of 370,000 active; AID 687014;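 active = activation above a cutoff set at the mean of all screened compounds plus 3 SD, cut at about 10% in these data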;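 note: 0% = DMSO wells and 100% = sodium butyrate wells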
* = called active by the depositor.

Cc1oc(-c2cccc(C(F)(F)F)c2)nc1CN1CCC[C@H]1CO was read as GAA850 FXN act -1.3, SMARCA2 activ 0, ssDAF-12 act -1.4, PG9 Ab binder 0.1, DAX1 inh-1 0.7, ADAM17 inh -3, GC-A act 4, ADAM10 inh -12, DAX1 inh-2 -0.4, hcDAF12 agonist 0.4 and hgDAF-12 ag -1.3.
Screening CCOC(=O)C1=C(c2cccc(Oc3ccccc3)c2)NC(=S)NC1C (stereo not drawn) returned GAA850 FXN act -0.6, SMARCA2 activ -2, ssDAF-12 act -1.0, PG9 Ab binder -1.6, DAX1 inh-1 -0.4, ADAM17 inh 0, GC-A act -18, ADAM10 inh -1, DAX1 inh-2 -1.2, hcDAF12 agonist -2.1 and hgDAF-12 ag -3.1.
Screening COc1ccccc1NC(=O)C1=C(C)NC2=C(C(=O)CCC2)C1c1ccc2c(c1)OCO2 (stereo not drawn) returned GAA850 FXN act 1.9, SMARCA2 activ -3, ssDAF-12 act -1.6, PG9 Ab binder -2.1, DAX1 inh-1 -0.2, ADAM17 inh -24, GC-A act -13, ADAM10 inh -63, DAX1 inh-2 -1.6, hcDAF12 agonist 0.3 and hgDAF-12 ag 0.3.
`O=c1ccc(-c2ccc(S(=O)(=O)NCC3CCN(Cc4ccccc4F)CC3)s2)n[nH]1` gave GAA850 FXN act 3.9, SMARCA2 activ -1, ssDAF-12 act -0.3, PG9 Ab binder -1.2, DAX1 inh-1 0.6, ADAM17 inh -2, GC-A act -5, ADAM10 inh -7, DAX1 inh-2 0.0, hcDAF12 agonist -0.6 and hgDAF-12 ag -2.7.
For CC(=O)Nc1ccc(CNC(=O)C[N+]2(C)CCOCC2)cc1 the results were GAA850 FXN act 0.0, SMARCA2 activ 0, ssDAF-12 act -0.7, PG9 Ab binder 0.1, DAX1 inh-1 0.5, ADAM17 inh -1, GC-A act 2, ADAM10 inh -7, DAX1 inh-2 0.1, hcDAF12 agonist 1.4 and hgDAF-12 ag 1.9.
O=C(O)CCC(=O)c1c[nH]c2ccccc12 was read as GAA850 FXN act 1.0, SMARCA2 activ -2, ssDAF-12 act -0.4, PG9 Ab binder -1.7, DAX1 inh-1 -0.7, ADAM17 inh 8.9*, GC-A act -2, ADAM10 inh 1, DAX1 inh-2 1.2, hcDAF12 agonist 4.1 and hgDAF-12 ag 2.2.
CS(=O)(=O)N1CCN(c2ccc([N+](=O)[O-])c(NCc3ccc(Cl)cc3)c2)CC1 was read as GAA850 FXN act 3.2, SMARCA2 activ -2, ssDAF-12 act -0.8, PG9 Ab binder 0.6, DAX1 inh-1 -0.1, ADAM17 inh 5, GC-A act 6, ADAM10 inh 5, DAX1 inh-2 -0.4, hcDAF12 agonist 3.1 and hgDAF-12 ag 2.5.
CCCc1cc(C(=O)N2CCCC(N3CCN(c4ccccc4C)CC3)C2)n(C)n1 (stereo not drawn) was read as GAA850 FXN act 0.3, SMARCA2 activ -3, ssDAF-12 act -1.0, PG9 Ab binder -1.8, DAX1 inh-1 -0.7, ADAM17 inh 2, GC-A act -1, ADAM10 inh -1, DAX1 inh-2 -0.3, hcDAF12 agonist -2.2 and hgDAF-12 ag 0.2.
`Cc1cn([C@H]2C[C@H](O)[C@@H](/C=C/C(=O)NCCc3ccc4c(c3)OCO4)O2)c(=O)[nH]c1=O` gave SMARCA2 activ -1, ssDAF-12 act -0.3, PG9 Ab binder 1.8, DAX1 inh-1 -0.5, ADAM17 inh -3, GC-A act 2, ADAM10 inh 0, hcDAF12 agonist 1.3 and hgDAF-12 ag 6.7.
Screening COc1ccc(OC)c(/C=C/C(=O)N(C)CC(=O)Nc2cc(C)ccc2C)c1 returned GAA850 FXN act -0.3, SMARCA2 activ -3, ssDAF-12 act -1.5, PG9 Ab binder -0.6, DAX1 inh-1 -0.1, ADAM17 inh -252, GC-A act 6, ADAM10 inh inactive, DAX1 inh-2 0.6, hcDAF12 agonist 0.0 and hgDAF-12 ag -0.9.
`CCC(C)Sc1nc2c(c(=O)[nH]c(=O)n2C)n1C` (stereo not drawn) gave GAA850 FXN act 4.5, SMARCA2 activ -1, ssDAF-12 act -1.2, PG9 Ab binder 0.1, DAX1 inh-1 -0.3, ADAM17 inh -5, GC-A act 10, ADAM10 inh -4, DAX1 inh-2 0.7, hcDAF12 agonist -1.2 and hgDAF-12 ag -2.8.
COC(=O)c1c(/N=C/NOCc2ccc(Cl)cc2)sc2c1CCN(c1ncc(C(F)(F)F)cc1Cl)C2 was read as GAA850 FXN act 0.6, SMARCA2 activ 0, ssDAF-12 act -0.9, PG9 Ab binder 1.4, DAX1 inh-1 -0.4, ADAM17 inh -7, GC-A act -1, ADAM10 inh -7, DAX1 inh-2 1.2, hcDAF12 agonist 1.7 and hgDAF-12 ag 1.6.
COCCNc1nc2c(S(=O)(=O)c3cc(C)ccc3C)nnn2c2ccccc12 was read as GAA850 FXN act 0.2, SMARCA2 activ -1, ssDAF-12 act -1.6, PG9 Ab binder 46*, DAX1 inh-1 0.8, ADAM17 inh -5, GC-A act 7, ADAM10 inh -14, DAX1 inh-2 -1.9, hcDAF12 agonist -1.9 and hgDAF-12 ag -1.2.
Screening COc1cc(/C=N/NC(=O)C2c3ccccc3Oc3ccccc32)ccc1O returned GAA850 FXN act 0.4, SMARCA2 activ 0, ssDAF-12 act -1.1, PG9 Ab binder -1.0, DAX1 inh-1 -0.1, ADAM17 inh -4, GC-A act -9, ADAM10 inh 0, DAX1 inh-2 0.9, hcDAF12 agonist 1.1 and hgDAF-12 ag -0.3.
Screening N#Cc1ccccc1S(=O)(=O)N1CCC(C(=O)NCc2ccccc2CN2CCCC2)CC1 returned GAA850 FXN act 1.2, SMARCA2 activ -1, ssDAF-12 act -0.5, PG9 Ab binder -0.5, DAX1 inh-1 5.4*, ADAM17 inh -5, GC-A act -4, ADAM10 inh -11, DAX1 inh-2 0.0, hcDAF12 agonist -0.7 and hgDAF-12 ag -0.1.
`CCOC(=O)CCc1cccc2c1CCC2=O` gave GAA850 FXN act -0.9, SMARCA2 activ 0, ssDAF-12 act -1.1, PG9 Ab binder 0.5, DAX1 inh-1 0.4, ADAM17 inh -4, GC-A act 8, ADAM10 inh 6, DAX1 inh-2 0.0, hcDAF12 agonist -0.6 and hgDAF-12 ag 2.0.
`CCN(CC)CCNC(=O)c1sc2nc(-c3ccccc3)cn2c1C` gave GAA850 FXN act 2.1, SMARCA2 activ -1, ssDAF-12 act -0.9, PG9 Ab binder -0.1, DAX1 inh-1 -0.2, ADAM17 inh 2, GC-A act 5, ADAM10 inh -6, DAX1 inh-2 0.1, hcDAF12 agonist -0.2 and hgDAF-12 ag 6.1.
For CCCC(=O)N1CCC1(C)C(=O)NCc1ccc(SC)cc1 (stereo not drawn) the results were GAA850 FXN act 0.1, SMARCA2 activ -2, ssDAF-12 act 0.8, PG9 Ab binder -0.1, DAX1 inh-1 -0.6, ADAM17 inh -2, GC-A act 4, ADAM10 inh 0, hcDAF12 agonist 1.4 and hgDAF-12 ag 0.1.
Screening O=C(Nc1ccc(F)cc1)C(c1cc2ccccc2o1)N1CCN(CC(=O)N2CCCC2)CC1 (stereo not drawn) returned SMARCA2 activ -1, ssDAF-12 act -0.8, PG9 Ab binder 0.6, DAX1 inh-1 -0.9, ADAM17 inh -1, GC-A act 1, ADAM10 inh 1, hcDAF12 agonist 0.5 and hgDAF-12 ag 2.5.
For CCOC(=O)c1cc2occc2n1CC(=O)N1CCCc2ccccc21 the results were GAA850 FXN act -2.1, SMARCA2 activ -3, ssDAF-12 act -0.9, PG9 Ab binder -1.6, DAX1 inh-1 0.0, ADAM17 inh 1, GC-A act -15, ADAM10 inh 1, DAX1 inh-2 0.5, hcDAF12 agonist -1.5 and hgDAF-12 ag -0.7.
O=C(Nc1ccc(Nc2ccccc2)cc1)c1ccc(Cl)cc1[N+](=O)[O-] was read as GAA850 FXN act 0.5, SMARCA2 activ -2, ssDAF-12 act -1.7, PG9 Ab binder -0.7, DAX1 inh-1 -0.1, ADAM17 inh 8, GC-A act -6, ADAM10 inh 17, hcDAF12 agonist 0.7 and hgDAF-12 ag -1.8.
`CCOc1ccccc1NC(=O)N1CCC(C(=O)c2ccc(F)cc2)CC1` gave GAA850 FXN act -0.1, SMARCA2 activ -3, ssDAF-12 act -1.1, PG9 Ab binder -0.4, DAX1 inh-1 0.2, ADAM17 inh 1, GC-A act -6, ADAM10 inh 2, DAX1 inh-2 1.4, hcDAF12 agonist -1.0 and hgDAF-12 ag -0.5.
COc1ccc(C(CNC(=O)c2ccc(OCC3CCCO3)cc2)N2CCOCC2)cc1 (stereo not drawn) was read as GAA850 FXN act -1.5, SMARCA2 activ -2, ssDAF-12 act -0.9, PG9 Ab binder -1.4, DAX1 inh-1 -0.3, ADAM17 inh -7, GC-A act 2, ADAM10 inh -12, DAX1 inh-2 1.0, hcDAF12 agonist -1.9 and hgDAF-12 ag 1.6.
Screening O=C(/C=C/c1ccccc1)Nc1cccnc1Cl returned GAA850 FXN act 2.3, SMARCA2 activ 7, ssDAF-12 act 1.8*, PG9 Ab binder -2.3, DAX1 inh-1 1.8, ADAM17 inh 0, GC-A act 4, ADAM10 inh 3, DAX1 inh-2 1.7, hcDAF12 agonist 2.0 and hgDAF-12 ag 9.7.
For CN(CCc1ccccn1)C(=O)CCC1CCCN(C(=O)c2cscn2)C1 (stereo not drawn) the results were GAA850 FXN act 1.1, SMARCA2 activ 2, ssDAF-12 act -0.6, PG9 Ab binder 0.2, DAX1 inh-1 0.1, ADAM17 inh -4, GC-A act 5, ADAM10 inh 2, DAX1 inh-2 0.8, hcDAF12 agonist 0.9 and hgDAF-12 ag 0.4.
c1ccc(Cn2cc(-c3ccccc3)cn2)cc1 was read as GAA850 FXN act 4.1, SMARCA2 activ 3, ssDAF-12 act -1.1, PG9 Ab binder 1.2, DAX1 inh-1 -0.1, ADAM17 inh 0, GC-A act 1, ADAM10 inh -16, DAX1 inh-2 0.3, hcDAF12 agonist 1.4 and hgDAF-12 ag 8.7.
For CCc1ccccc1NC(=O)CCc1c(C)nc(SC)nc1C the results were GAA850 FXN act 1.6, SMARCA2 activ 0, ssDAF-12 act -0.9, PG9 Ab binder -1.6, DAX1 inh-1 -0.3, ADAM17 inh -3, GC-A act -6, ADAM10 inh 2, DAX1 inh-2 1.6, hcDAF12 agonist -1.3 and hgDAF-12 ag 0.3.
COc1cccc(C(C)(O)c2nc(/C=C/c3ccccc3)cs2)c1 (stereo not drawn) was read as GAA850 FXN act 0.4, SMARCA2 activ -3, ssDAF-12 act -1.7, PG9 Ab binder -0.8, DAX1 inh-1 0.8, ADAM17 inh 3, GC-A act 4, ADAM10 inh 7, hcDAF12 agonist -2.9 and hgDAF-12 ag -2.8.
`COCCNC(=O)CC(=O)N/N=C/c1cccc(C(=O)OC)c1` gave GAA850 FXN act 1.1, SMARCA2 activ -1, ssDAF-12 act -1.3, PG9 Ab binder 0.2, DAX1 inh-1 -0.3, ADAM17 inh -2, GC-A act -2, ADAM10 inh -5, DAX1 inh-2 -0.1, hcDAF12 agonist -1.2 and hgDAF-12 ag 0.6.

High-throughput results: PubChem, several laboratories
